# CXCR6 inh: inhibitors of human CXCR6 receptor; CHO-K1 PathHunter CXCR6 beta-arrestin, luminescence; inhibition, % at 20 µM; O00574; hit rate 0.36% among 360,000; AID 602244; in the data active = inhibition above about 34%, passing the limit was not always enough;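 also: antagonist mode with CXCL16 agonist at 10 nM final; 0% = 10 nM CXCL16 with DMSO and 100% = unstimulated wells without agonist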
# XBP1 UPR activ: adaptive UPR (XBP1) activation; CHO-XBP1 luciferase reporter, IRE1-XBP1 UPR activation, luminescence; percent of tunicamycin response, DMSO as zero; activation, % at 20 µM; hit rate 0.33% among 330,000; AID 463104;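 active = versus positive control, 20 µM dose yields 30% or more activation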;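 also: 100% = tunicamycin at 10 µg/mL and 0% = DMSO only wells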
#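 Signal: luciferase luminescence; Assay system: CHO-XBP1 luciferase reporter cells; Amount: one thousand reporter cells per well; Dosing: 20 µM single concentration, DMSO 1%; Benchmarks: high control tunicamycin 10 µg/mL final, low control DMSO vehicle only; Schedule: 6 h compound exposure at 37 °C, 5% CO2; Evaluation: percent activation relative to tunicamycin reference.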
# APJ ag: activates the human apelin receptor APJ | CHO-K1 APJ PathHunter beta-arrestin, luminescence; 0% DMSO wells, 100% apelin | activation, % at 20 µM | hit rate 0.11% among 330,000;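 active = activation more than six SD over the plate average, tested at 20 µM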;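 also: 0% = DMSO alone and 100% = apelin-13 at 10 nM; some results filed as inactive read as strong as hits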
#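 Assay system: engineered CHO-K1 APJ arrestin reporter cells; Amount: 1000 CHO-K1 reporter cells seeded per well; Dosing: one dose, 20 µM compound, 1% DMSO; Times: compound stimulation 90 min at 25 °C, detection 60 min; Measured by: luminescent beta-gal fragment complementation, chemiluminescent substrate; Read-out: APJ–arrestin association signal; Controls: DMSO vs Apelin-13 10 nM.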
# tim23-1 inh: inhibits growth of tim23-1 mutant yeast. S. cerevisiae tim23-1 growth, BacTiter-Glo luminescence, 24 h. inhibition, % at 20 µM. hit rate 1.3% among 330,000. AID 463212;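 active = growth inhibition of the mutant yeast at or above 50%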;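 also: temperature-sensitive mutant grown at 25 °C; plate controls were DMSO-treated mutant yeast for no effect and medium wells lacking yeast for full effect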
# UPR CHOP act: apoptotic UPR (CHOP) activation | CHO-CHOP luciferase reporter, luminescence; percent of tunicamycin response over DMSO baseline | activation, % at 10 µM | hit rate 0.34% among 330,000;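 active = at 10 µM dose, activation of 40% or more, normalized to positive control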;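 also: 100% = tunicamycin at 10 µg/mL and 0% = DMSO alone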
#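 Test system: CHO-CHOP cells, stable luciferase reporter of PERK-eIF2a-CHOP signalling | Quantity: 500 CHO-CHOP cells per well | Buffer or medium: F12 plus 10% serum | Compound dosing: 10 µM single point, 0.5% DMSO | Schedule: 6 h compound treatment, 37 °C | Signal: Luciferase luminescence | Control set: Tunicamycin high control, DMSO low control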
# tim10-1 inh: inhibits growth of tim10-1 mutant yeast; inhibition, % at 20 µM; S. cerevisiae tim10-1 ts strain growth, BacTiter-Glo, 24 h; AID 463190; hit rate 2.2% among 330,000;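 active = inhibition of at least 40%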;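 also: mutant grown at 25 °C; 0% = DMSO wells with yeast and 100% = wells holding no yeast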
# Mdm2-MdmX inh: inhibitors of human Mdm2/MdmX interaction; SaOS-2 split-luciferase Mdm2/MdmX complementation, luminescence; inhibition, % at 8 µM; hit rate 3% among 330,000;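 active = inhibition of at least 50% at 8 µM in the primary screen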
# Target sequence (O15151 whole entry, looked up): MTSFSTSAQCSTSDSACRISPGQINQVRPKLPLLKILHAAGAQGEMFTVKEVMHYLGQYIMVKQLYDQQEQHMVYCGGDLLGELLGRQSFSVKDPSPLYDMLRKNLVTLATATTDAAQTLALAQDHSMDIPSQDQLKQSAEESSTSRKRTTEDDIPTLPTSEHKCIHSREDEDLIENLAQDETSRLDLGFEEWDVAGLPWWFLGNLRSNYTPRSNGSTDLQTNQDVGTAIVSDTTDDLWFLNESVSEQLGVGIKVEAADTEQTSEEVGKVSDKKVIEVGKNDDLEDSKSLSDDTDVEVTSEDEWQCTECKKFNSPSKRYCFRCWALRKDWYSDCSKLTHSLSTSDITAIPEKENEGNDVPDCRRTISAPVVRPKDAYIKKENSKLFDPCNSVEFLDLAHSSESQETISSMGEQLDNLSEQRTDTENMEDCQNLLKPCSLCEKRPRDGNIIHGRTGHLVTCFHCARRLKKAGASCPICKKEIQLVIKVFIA
# Target sequence (Q00987 whole entry, looked up): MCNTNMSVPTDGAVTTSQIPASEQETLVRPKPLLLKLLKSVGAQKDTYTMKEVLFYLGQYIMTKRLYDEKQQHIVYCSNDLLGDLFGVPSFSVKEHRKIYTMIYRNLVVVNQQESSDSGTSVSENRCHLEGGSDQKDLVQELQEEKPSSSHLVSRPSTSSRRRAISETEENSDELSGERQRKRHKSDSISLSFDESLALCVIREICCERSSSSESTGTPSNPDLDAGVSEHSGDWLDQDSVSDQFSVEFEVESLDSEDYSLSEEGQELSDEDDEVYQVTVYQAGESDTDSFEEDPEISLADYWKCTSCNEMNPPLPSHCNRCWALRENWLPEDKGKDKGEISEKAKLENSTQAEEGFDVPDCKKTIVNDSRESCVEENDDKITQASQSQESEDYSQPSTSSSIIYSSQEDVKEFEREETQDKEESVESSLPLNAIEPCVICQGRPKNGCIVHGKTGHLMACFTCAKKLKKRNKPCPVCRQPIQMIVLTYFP
# APJ antagonist: antagonists of human APJ apelin receptor | P35414 | inhibition, % at 20 µM | AID 2521 | hit rate 0.32% among 330,000 | CHO-K1 APJ beta-arrestin complementation, luminescence;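 active = inhibition above about 40% at 20 µM, limit read from the data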;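 also: cells challenged with 10 nM apelin-13 agonist together with compound; plate controls were apelin-13 plus DMSO wells for no effect and DMSO wells lacking apelin-13 for full effect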
# TIM10 inh: growth inhibitors of TIM10 yeast strain; S. cerevisiae TIM10 strain growth, BacTiter-Glo luminescence, 24 h; inhibition, % at 10 µM; hit rate 1.4% among 330,000; AID 463195;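 active = inhibition of 40% or more at the single tested concentration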;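 also: wild-type TIM10 isogenic control strain grown at permissive 25 °C; 0% = DMSO yeast wells and 100% = minimal medium wells without yeast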
# * marks the source's active call; other numbers are inactive results; x = not tested or not shown. Only part of the results is shown; count on the stated rates, not on these rows.
SMILES,CXCR6 inh,XBP1 UPR activ,APJ ag,tim23-1 inh,UPR CHOP act,tim10-1 inh,Mdm2-MdmX inh,APJ antagonist,TIM10 inh
COc1cc2c(C)nc3c(c(C)nn3-c3ccccc3)c2cc1OC,-2,5,-2,1,3.2,22,0,-14,19
CC(CNC(=O)c1cccs1)c1ccc([N+](=O)[O-])cc1 (stereo unspecified),0,-3,-1,30,4.6,-53,16,5,4
O=C(NCCCc1ccncc1)C1CCC(=O)N(CCc2cccc(F)c2)C1 (stereo unspecified),6,-2,4,-4,-0.8,-4,21,19,10
CC1(C)CC(=O)C2=C(C1)N=C1SCCC(=O)N1C2c1ccccc1 (stereo unspecified),-5,-3,2,23,1.0,10,-18,6,-1
CSc1nnc(CNS(=O)(=O)c2ccc(F)cc2)n1C,1,2,0,0,2.2,-10,-9,-14,3
O=C(Cn1nnc(-c2ccccc2)n1)OC1CCOC1=O (stereo unspecified),-4,-2,-1,7,0.4,14,1,3,-3
COc1ccc(Cl)cc1-c1nc(SCC(=O)NC2CCS(=O)(=O)C2)n[nH]1 (stereo unspecified),1,1,-2,7,0.4,7,-9,20,1
CCCC(=O)Nc1ccc(NC(=O)c2ccccc2Cl)nc1,1,1,3,7,0.3,7,-9,0,0
CCOc1ccc2[nH]c3nc(SCC(=O)OC(C)C)nnc3c2c1,1,-4,-5,-7,0.8,2,29,-6,6
Cc1ccsc1C(=O)Nc1ccc2c(c1)OCCO2,13,-2,-2,10,1.9,11,-146,0,23
Cc1cc(C)nc(Sc2nc(C)nc3c2oc2ccccc23)n1,0,5,-2,26,1.1,28,33,-5,8
O=C(COC(=O)CNC(=O)c1ccc(Cl)cc1)Nc1cccc(S(=O)(=O)N2CCCC2)c1,-8,-1,4,4,0.7,-3,-37,16,-27
CC(C)c1ccc(S(=O)(=O)N2CCN(C(=O)C3CCCC3)CC2)cc1,0,-1,1,25,0.1,13,-23,3,10
O=C(NNC1CC(=O)N(c2cccc(Cl)c2)C1=O)c1cccnc1 (stereo unspecified),1,-1,-1,8,3.5,25,15,5,-15
CCSc1nc(-c2ccccc2)nc2c1CCCC2,-6,-4,-1,-26,-0.2,-48,22,-18,-55
CC12CCC(C(=O)N3CCC(Cc4ccccc4)CC3)(C(=O)C1=O)C2(C)C (stereo unspecified),-8,0,-3,36,0.5,35,5,8,30
S=C(N/N=C/c1ccccc1Cl)Nc1ccccc1,12,2,-3,20,1.4,26,-34,33,11
CC(C)C12CN3CC(C(C)C)(CN(C1)C3c1ccc([N+](=O)[O-])o1)C2=O (stereo unspecified),2,-3,-2,11,1.6,16,17,2,4
Cc1c(-c2ccccc2)[n+](=O)c2c(n1[O-])CCCCC2,0,-1,1,-1,0.7,8,-20,3,0
Cc1ccccc1N1CCN(CCCOc2ccc3c(C)cc(=O)oc3c2)CC1,-2,-3,-2,-24,-2.1,18,8,13,21
COc1cccc2sc(NNC(=O)COc3ccccc3)nc12,-12,-4,0,-5,-2.0,-13,6,-4,-4
CC(C)N(C(=O)COC(=O)c1ccccc1C(=O)N1CCN(c2ccc(F)cc2)CC1)C(C)C,-2,4,-3,9,-0.2,10,-1,2,-10
O=[N+]([O-])c1ccccc1OCC(O)CNC1CCCC1 (stereo unspecified),-11,1,2,0,1.4,8,1,-19,-23
COc1ccc(-c2cc(C(=O)Nc3nc4c(C)cccc4s3)c3ccccc3n2)cc1OC,4,1,-3,18,4.1,18,30,11,5

# Laid out differently: results already given.
molecule	CXCR6 inh	XBP1 UPR activ	APJ ag	tim23-1 inh	UPR CHOP act	tim10-1 inh	Mdm2-MdmX inh	APJ antagonist	TIM10 inh
Cc1cc(C)nc(Sc2nc(C)nc3c2oc2ccccc23)n1	0	5	-2	26	1.1	28	33	-5	8
O=C(COC(=O)CNC(=O)c1ccc(Cl)cc1)Nc1cccc(S(=O)(=O)N2CCCC2)c1	-8	-1	4	4	0.7	-3	-37	16	-27
CC(C)c1ccc(S(=O)(=O)N2CCN(C(=O)C3CCCC3)CC2)cc1	0	-1	1	25	0.1	13	-23	3	10
O=C(NNC1CC(=O)N(c2cccc(Cl)c2)C1=O)c1cccnc1 (stereo unspecified)	1	-1	-1	8	3.5	25	15	5	-15
CCSc1nc(-c2ccccc2)nc2c1CCCC2	-6	-4	-1	-26	-0.2	-48	22	-18	-55
CC12CCC(C(=O)N3CCC(Cc4ccccc4)CC3)(C(=O)C1=O)C2(C)C (stereo unspecified)	-8	0	-3	36	0.5	35	5	8	30
S=C(N/N=C/c1ccccc1Cl)Nc1ccccc1	12	2	-3	20	1.4	26	-34	33	11
CC(C)C12CN3CC(C(C)C)(CN(C1)C3c1ccc([N+](=O)[O-])o1)C2=O (stereo unspecified)	2	-3	-2	11	1.6	16	17	2	4
Cc1c(-c2ccccc2)[n+](=O)c2c(n1[O-])CCCCC2	0	-1	1	-1	0.7	8	-20	3	0
Cc1ccccc1N1CCN(CCCOc2ccc3c(C)cc(=O)oc3c2)CC1	-2	-3	-2	-24	-2.1	18	8	13	21
COc1cccc2sc(NNC(=O)COc3ccccc3)nc12	-12	-4	0	-5	-2.0	-13	6	-4	-4
CC(C)N(C(=O)COC(=O)c1ccccc1C(=O)N1CCN(c2ccc(F)cc2)CC1)C(C)C	-2	4	-3	9	-0.2	10	-1	2	-10
O=[N+]([O-])c1ccccc1OCC(O)CNC1CCCC1 (stereo unspecified)	-11	1	2	0	1.4	8	1	-19	-23
COc1ccc(-c2cc(C(=O)Nc3nc4c(C)cccc4s3)c3ccccc3n2)cc1OC	4	1	-3	18	4.1	18	30	11	5

# (continued)
SMILES,CXCR6 inh,XBP1 UPR activ,APJ ag,tim23-1 inh,UPR CHOP act,tim10-1 inh,Mdm2-MdmX inh,APJ antagonist,TIM10 inh
CC1(C)Cc2ccccc2C(NNC(=O)c2ccccn2)=N1,45*,-4,-6,5,-1.4,12,48,22,-25
O=C(NCc1cccnc1)C(=O)NCC1OCCN1S(=O)(=O)c1ccccc1 (stereo unspecified),-7,2,-2,-5,1.5,-13,-28,-11,-2
Cc1cccc(NC(=O)C(C)N2C(=O)c3ccccc3S2(=O)=O)n1 (stereo unspecified),10,-2,1,5,0.1,11,1,6,-2
COc1ccc(NC(=O)/C(C#N)=C/c2ccc(Sc3nncn3C)c([N+](=O)[O-])c2)cc1,0,2,18*,47,14,30,19,-45,54*
Cc1noc(C)c1COC(=O)c1ccc2ccccc2n1,-7,-1,-3,-13,-0.4,-3,-13,-5,-15
O=C(NCC1CCCO1)C(=O)NCC(c1ccco1)N1CCN(c2ccc(F)cc2)CC1 (stereo unspecified),0,-2,-2,18,4.7,23,-41,-15,-14
COc1ccc(-c2nc(C#N)c(NCCc3ccccc3)o2)cc1,-3,2,-4,21,3.3,19,-9,0,11
Cc1ccc(C(=O)NNC(=O)C2CSC3(C)CCC(=O)N23)cc1 (stereo unspecified),-5,-2,-1,0,0.4,12,-12,-51,3
CC(=O)Nc1ccc(S(=O)(=O)N2CCNC(=O)CC2)cc1,-1,0,0,-5,-0.2,5,-2,-14,-2
CCCn1c(SCC(=O)N2CCCc3ccccc32)nnc1-c1ccco1,9,-3,3,-13,1.0,13,-4,-2,-6
Cc1ccc(S(=O)(=O)CC(=O)Nc2nccs2)cc1,1,0,-8,13,2.5,10,23,6,-5
CCC(C)(C(=O)Nc1ccccc1C)N(C(=O)CNC(C)=O)c1ccc(C)cc1 (stereo unspecified),4,3,-1,8,2.2,6,-5,8,6
COc1ccccc1OCc1cc(C(=O)N2CC3C[C@@H]4CC2C[C@H](C3)C4)no1,-14,0,1,33,5.0,19,-78,-6,4
COc1ccc(CN=Cc2c(O)[nH]c3ccccc23)cc1,1,-2,1,25,0.0,25,-28,0,-3
Cc1cc(NC(=O)CSc2nc(Cc3ccccc3)c(C)[nH]2)no1,5,-4,-1,-5,1.9,-21,37,-3,9
O=c1sc2ccccc2c(N2CCCC2)c1[N+](=O)[O-],7,-1,-1,-2,1.8,9,7,0,14
O=S(=O)(c1cccs1)N1CCN(c2ccccc2Cl)CC1,-3,-3,-1,38,0.5,22,-9,-3,22
CCCn1ncc(OC)c(Cl)c1=O,2,1,-5,-16,-1.3,-1,11,13,-2
COc1ccc(-n2c(Cn3c(=O)sc4ccccc43)nnc2SCC(=O)N2CCCC2)cc1,-5,0,-3,7,0.8,9,14,-56,6
CCOCC(=O)Nc1nnc(COc2ccc(Cl)cc2)s1,-5,-1,1,36,1.9,39,23,17,15
COc1ccc(S(=O)(=O)NC(N)=NCCc2ccc(OC)c(OC)c2)cc1,x,1,-3,2,-0.5,7,-3,1,-4
O=C(NCc1ccccc1Cl)C1CCCN(S(=O)(=O)c2cnc[nH]2)C1 (stereo unspecified),-1,-2,0,7,4.6,9,6,-1,5
O=C(NCCCNC(=O)c1cnccn1)c1ccc(Br)cc1,0,-2,-2,-14,-2.0,-17,1,2,1
CC(C(=O)OCC(=O)c1cccc([N+](=O)[O-])c1)N1C(=O)C2C3C=CC(C3)C2C1=O (stereo unspecified),17,0,-12,5,0.1,-7,29,48*,10
COc1cc(CNC2CCCCCCC2)cc(Br)c1OCC#N,2,-1,0,17,0.9,-10,30,11,-13
COc1ccc(N(CC(=O)Nc2nccs2)S(=O)(=O)c2c(C)[nH]c(=O)[nH]c2=O)cc1,-6,0,-2,15,-0.5,-15,8,10,8
C=CCN1C(=O)C2(OCCCO2)c2cc(C)ccc21,1,-4,-2,12,2.7,14,-4,11,2
Nc1cccnc1Sc1cc(Cl)c(Cl)cc1Cl,-5,2,-3,25,-1.2,22,21,21,25
CCn1c(SCC(=O)Nc2cc3oc4ccccc4c3cc2OC)nnc1-c1cccs1,0,9,2,17,2.8,6,51*,-2,23
Cc1ccccc1CC(=O)Nc1cccc(S(=O)(=O)N2CCCC2)c1,-6,-3,-2,16,-3.2,11,10,-12,7
COCCn1nnnc1C(c1cccs1)N1CCCC(C)C1 (stereo unspecified),-5,-3,-3,6,0.5,8,-2,0,3
CCOc1ccc(Br)cc1S(=O)(=O)NC1=NCCCCC1,4,-1,-2,3,-0.4,-2,-21,4,-3
O=C(Cc1ccc(Cl)cc1)Nc1ccccc1N1CCOCC1,3,-2,-6,15,-2.5,-1,21,10,-7
CCc1c(C)sc(NC(=O)C2CCCCC2C(=O)O)c1C(N)=O (stereo unspecified),1,-2,0,8,-1.0,10,-20,10,1

# High-throughput results deposited in PubChem by Sanford-Burnham Center for Chemical Genomics.
